Compound activity from PubChem BioAssay.
GPR151 ag = human GPR151 activation | Q8TDV0 | PathHunter beta-arrestin GPR151 cells, luminescence | activation, % at 11.2 µM | 1% of 650,000 active; in the data active means activation above about 4.9%;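 further: 0% = median of compound wells and 100% = cells with positive control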
Target sequence (Q8TDV0 whole entry, looked up): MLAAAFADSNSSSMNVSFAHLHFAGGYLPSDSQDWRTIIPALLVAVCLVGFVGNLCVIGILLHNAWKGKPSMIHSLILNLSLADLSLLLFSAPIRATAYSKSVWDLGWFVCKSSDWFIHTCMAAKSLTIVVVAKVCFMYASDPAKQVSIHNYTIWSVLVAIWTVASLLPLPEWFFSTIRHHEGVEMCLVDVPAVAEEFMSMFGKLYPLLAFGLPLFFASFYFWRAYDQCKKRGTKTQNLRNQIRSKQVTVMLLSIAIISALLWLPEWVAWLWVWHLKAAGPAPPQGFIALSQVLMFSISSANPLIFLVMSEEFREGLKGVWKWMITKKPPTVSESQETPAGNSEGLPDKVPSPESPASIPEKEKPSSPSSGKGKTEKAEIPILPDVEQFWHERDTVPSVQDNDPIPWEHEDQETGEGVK
MITF inh = human MITF inhibition, primary screen; AID 1259374; AlphaScreen MITF homodimerization, bead proximity signal; inhibition, % at 2.6 µM; 0.91% of 650,000 active; in the data active means inhibition above about 50%;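 further: 0% = vehicle wells with protein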
Target sequence (O75030 whole entry, looked up): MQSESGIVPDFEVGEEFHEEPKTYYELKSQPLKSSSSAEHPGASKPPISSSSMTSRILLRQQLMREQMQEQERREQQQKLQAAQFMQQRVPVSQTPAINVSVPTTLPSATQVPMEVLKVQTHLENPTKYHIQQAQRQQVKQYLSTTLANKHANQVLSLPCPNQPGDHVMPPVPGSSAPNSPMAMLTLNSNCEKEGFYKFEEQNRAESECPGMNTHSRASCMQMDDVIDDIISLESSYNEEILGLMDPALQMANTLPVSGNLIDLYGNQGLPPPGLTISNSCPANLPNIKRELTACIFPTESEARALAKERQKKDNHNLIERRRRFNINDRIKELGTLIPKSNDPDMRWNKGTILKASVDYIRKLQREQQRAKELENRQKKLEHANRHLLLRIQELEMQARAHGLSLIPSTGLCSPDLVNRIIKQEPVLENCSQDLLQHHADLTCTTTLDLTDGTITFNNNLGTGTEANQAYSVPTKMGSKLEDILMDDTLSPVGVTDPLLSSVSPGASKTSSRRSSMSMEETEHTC
FBW7 act = human FBW7 E3 ligase activation, primary screen; 0.13% of 650,000 active; Q969H0; normalized activity (activation), % at 26.1 µM; AlphaScreen FBW7–phospho-cyclin E peptide binding, activator screen; in the data active means normalized activity above about 1.9%;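 further: purified mutant Fbw7 with reduced substrate affinity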
TEAD-YAP block = TEAD-YAP interaction inhibition; HEK-TIYL cells, TEAD-Gal4/YAP UAS-luciferase luminescence; inhibition, % at 9.12 µM; 1.4% of 640,000 active; in the data active means inhibition above about 32%;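 further: 0% = median of test compound wells and 100% = reference inhibitor wells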
* marks the source's active call; other numbers are inactive results.

SMILES	GPR151 ag	MITF inh	FBW7 act	TEAD-YAP block
CC1CCN(S(=O)(=O)c2ccc3c(c2)C(=O)c2cc(S(=O)(=O)N4CCC(C)CC4)ccc2-3)CC1	3.0	17	0.0	3
CCCCOC(=O)C(C)Oc1ccc2c3c(c(=O)oc2c1C)CCC3 (centres undefined)	-1.5	14	0.9	6
Cc1csc(C23CC4CC(CC(C4)C2)C3)n1	1.2	-1	-0.4	4
CCCCNC(=O)CSc1ccc(C(=O)Nc2ccc(Cl)cc2F)cc1[N+](=O)[O-]	0.3	25	1.1	-4
O=C(c1ccccc1)N1CCN(C(=O)c2nn3c(C(F)(F)F)cc(-c4ccco4)nc3c2Cl)CC1	0.8	20	0.2	-6
Cn1c(N)c(C(=O)COC(=O)CCC2CCCCC2)c(=O)n(C)c1=O	0.5	-1	0.0	0
CC(=O)c1ccc(NC(=O)C(=O)NC2CCCc3ccccc32)cc1 (centres undefined)	6.7*	5	-0.2	-2
O=C(NC1CC1)c1cc(NCc2ccc3c(c2)OCO3)nc2ccccc12	1.1	10	-0.1	7
CCCCCNC(=O)c1cccnc1SCC(=O)Nc1ccccc1OC	0.6	-5	0.1	-8
O=C(Nc1ccccc1Oc1ccccc1)c1ccc(S(=O)(=O)N2CCOCC2)cc1	1.0	6	0.1	-3
C=CCNS(=O)(=O)c1cc(Cl)ccc1OCC	3.3	13	0.1	5
CCOc1ccc(/C(O)=C2\C(=O)C(=O)N(c3nnc(C)s3)C2c2ccc(C(C)C)cc2)cc1 (centres undefined)	-0.2	7	0.2	-31
Cc1ccc(S(=O)(=O)NC(=O)N2CC(C)CC(C)C2)cc1 (centres undefined)	-0.6	8	0.1	-2
O=C(COc1ccccc1)NCC(=O)Nc1nncs1	0.6	0	-0.1	0
Cc1ccccc1Cn1c(-c2cccs2)noc1=O	-0.1	6	-0.1	10
NS(=O)(=O)c1ccc(CNS(=O)(=O)c2ccc(-c3ccccn3)s2)cc1	1.7	-9	0.2	-9
Cc1csc(NC(=O)CSc2nnc(-c3ccccn3)n2-c2ccccc2C)n1	-0.1	-2	-0.1	16
CCc1c(C)nc2ncnn2c1N1CCC(C(=O)Nc2ccc(C)cc2)CC1	-0.7	9	-0.1	12
COc1ccc(/C=C/CN2CCOc3ccc(C(C)(O)CN(C)C)cc3C2)cc1 (centres undefined)	0.1	-2	0.0	4
Oc1ccc(C2Nc3ccccc3C(c3ccccc3)(c3ccccc3)O2)cc1O (centres undefined)	0.5	8	-0.3	-1
O=C(c1ccco1)N1CCC(c2nc3c(nnn3Cc3ccccc3Cl)c(=O)[nH]2)CC1	5.7*	5	0.7	9
Cc1cccc(CCNc2cc(C)nc3ncnn23)c1	0.1	-4	-0.1	15
O=S(=O)(Cc1ccc(Cl)cc1)N1CCOCC1	0.3	5	0.3	4
COc1ccc(NC(=O)NC23CC4CC(CC(C4)C2)C3)c(C)c1	1.5	-1	0.0	12

A draw from above in order of formula weight, rising.
SMILES	GPR151 ag	MITF inh	FBW7 act	TEAD-YAP block
Cc1cccc(CCNc2cc(C)nc3ncnn23)c1	0.1	-4	-0.1	15
Cc1ccccc1Cn1c(-c2cccs2)noc1=O	-0.1	6	-0.1	10
O=S(=O)(Cc1ccc(Cl)cc1)N1CCOCC1	0.3	5	0.3	4
O=C(COc1ccccc1)NCC(=O)Nc1nncs1	0.6	0	-0.1	0
Cc1ccc(S(=O)(=O)NC(=O)N2CC(C)CC(C)C2)cc1 (centres undefined)	-0.6	8	0.1	-2
COc1ccc(NC(=O)NC23CC4CC(CC(C4)C2)C3)c(C)c1	1.5	-1	0.0	12
CC(=O)c1ccc(NC(=O)C(=O)NC2CCCc3ccccc32)cc1 (centres undefined)	6.7*	5	-0.2	-2
Cn1c(N)c(C(=O)COC(=O)CCC2CCCCC2)c(=O)n(C)c1=O	0.5	-1	0.0	0
O=C(NC1CC1)c1cc(NCc2ccc3c(c2)OCO3)nc2ccccc12	1.1	10	-0.1	7
CCc1c(C)nc2ncnn2c1N1CCC(C(=O)Nc2ccc(C)cc2)CC1	-0.7	9	-0.1	12
CCCCCNC(=O)c1cccnc1SCC(=O)Nc1ccccc1OC	0.6	-5	0.1	-8
COc1ccc(/C=C/CN2CCOc3ccc(C(C)(O)CN(C)C)cc3C2)cc1 (centres undefined)	0.1	-2	0.0	4
NS(=O)(=O)c1ccc(CNS(=O)(=O)c2ccc(-c3ccccn3)s2)cc1	1.7	-9	0.2	-9
Cc1csc(NC(=O)CSc2nnc(-c3ccccn3)n2-c2ccccc2C)n1	-0.1	-2	-0.1	16
O=C(c1ccco1)N1CCC(c2nc3c(nnn3Cc3ccccc3Cl)c(=O)[nH]2)CC1	5.7*	5	0.7	9
CCOc1ccc(/C(O)=C2\C(=O)C(=O)N(c3nnc(C)s3)C2c2ccc(C(C)C)cc2)cc1 (centres undefined)	-0.2	7	0.2	-31

Next part
SMILES	GPR151 ag	MITF inh	FBW7 act	TEAD-YAP block
CCn1cc(C(=O)NC2CCCCC2)c(=O)c2cc(S(=O)(=O)N3CCOCC3)ccc21	-0.2	2	0.0	-3
COc1ccc(-c2noc(-c3ccccc3C(=O)N3CCOCC3)n2)cc1OC	-0.8	-8	-0.2	-1
Clc1ccc(CN2CCC(n3cnc4cccnc43)CC2)cc1	-1.1	-7	-0.1	18
COC(=O)c1ccc(OC(=O)C(C)C)cc1	-1.3	15	0.3	-4
CC(C)CN(CC(C)C)C(=O)Cn1c(C(C)O)nc2ccccc21 (centres undefined)	-0.7	13	0.5	4
CCOc1ccc(NC(=O)CSc2nc3ccccc3c(=O)n2CCC(OCC)OCC)cc1	-0.4	4	0.1	7
O=C(O)c1cc(N2C(=O)/C(=C/c3ccc([N+](=O)[O-])cc3)C=C2c2ccccc2)ccc1Cl	2.6	8	-0.1	8
COc1cc2c(cc1OC)C(COc1cccc(C(F)(F)F)c1)N(C(=O)c1ccc(S(=O)(=O)N3CCCC3)cc1)CC2 (centres undefined)	-1.1	-2	-0.1	4
C=CCNc1cc(N2CCCC2)ccc1[N+](=O)[O-]	-0.6	18	-0.3	-5
Cc1ccc(C(=O)CC2(O)C(=O)Nc3ccccc32)cc1[N+](=O)[O-] (centres undefined)	0.4	5	0.3	2
Cc1ccc(F)cc1CN1CCC(c2nc(-c3cccc(S(C)(=O)=O)c3)no2)CC1	0.2	-8	0.0	0
COCCSc1nnc(C(C)C)c2cnn(-c3ccc(F)cc3)c12	-0.6	1	-0.3	-8
O=C(CSC1CC(=O)N(CCc2ccccc2)C1=O)Nc1ccc2ccccc2c1 (centres undefined)	1.1	4	0.0	0
CC1(C)CC(=O)C(C(c2ccc(Cl)cc2Cl)C2C(=O)CC(C)(C)CC2=O)C(=O)C1	-2.0	-5	0.0	-6
COC(=O)c1c(NC(=O)C(C)C)sc2c1CCCCC2	1.5	9	0.0	8
CCc1ccc(C2Nc3ccc(Br)cc3-c3nnc(SC)nc3O2)cc1 (centres undefined)	-0.3	3	0.0	-9
CCOC(=O)C1(CCCc2ccccc2)CCN(S(=O)(=O)N(C)C)CC1	1.4	3	0.1	-4
CC(=O)Nc1ccc(N2CCOCC2)c(C(=O)Nc2ccc(C)c(Cl)c2)c1	-0.1	8	0.0	-5
CC(C)C(=O)Nc1nnc(Cc2ccc3c(c2)OCCO3)o1	-1.1	13	0.1	-7
CCCc1sc(N2CCN(c3ccc([N+](=O)[O-])c(NCCc4ccccc4)c3)CC2)nc1-c1ccccc1	-0.1	-3	-0.1	-4
COCC(=O)N(c1ccc(C(C)C)cc1)C1C=CS(=O)(=O)C1 (centres undefined)	1.5	-2	-0.1	-1
COc1ccc(/C=C(/C#N)C(=O)Nc2ccc(C)cc2C)cc1	0.2	19	1.3	-4
CCOC(=O)CCCCC(=O)c1[nH]c(=O)[nH]c1CSc1nnc2c3ccccc3n(CC)c2n1	-0.5	8	0.1	8
COc1ccc(CNCCC2CCC(=O)N2CCC(C)C)cc1 (centres undefined)	-0.8	1	0.1	-1
CCOc1ccc(/C=C2\SC(=N)N(c3ccc4c(c3)OCO4)C2=O)cc1OC	0.3	5	0.0	3
CCOc1ccc(NC(=O)N(Cc2ccc(C)cc2)Cc2cccnc2)cc1	-0.8	-9	0.2	-6
O=C(Nc1nc(-c2ccc(Br)s2)cs1)c1ccc(S(=O)(=O)N2CCCC2)cc1	-0.3	1	0.0	8
CC1(c2ccccc2Cl)NC(=O)N(CC(=O)Nc2cc(Cl)ccc2C#N)C1=O (centres undefined)	0.3	-8	0.0	3
CC(=O)Nc1ccc(N/C=C(\C#N)c2nc(-c3cccc(Br)c3)cs2)cc1	-1.0	-7	-0.1	3
COc1cc(N=Cc2nc(-c3ccccc3)oc2O)c(C(=O)O)cc1OC	0.4	9	-0.1	-7
CCOC(=O)C1C(=O)CC(C)(O)C(C(=O)OCC)C1c1cc(Br)ccc1OC (centres undefined)	-0.6	-7	-0.1	-3
COc1ccc(C)cc1NC(=O)CN(c1c(C)cccc1C)S(C)(=O)=O	-0.7	4	0.0	-2
COC(=O)/C=C1\S/C(=N\N=C\c2ccc(Cl)cc2)NC1=O	-1.1	12	0.1	6
CCc1cccc(N(C(=O)c2csnn2)C(C(=O)NC(C)(C)C)c2ccncc2)c1 (centres undefined)	-0.1	1	0.0	12
Cc1nccn1CC1CCN(C(=O)/C=C/c2ccc3c(c2)OCO3)CC1	0.8	2	0.7	4
CCOC(=O)c1ccc(-c2ccc(/C=C3/C(=N)N4N=C(CC(C)C)SC4=NC3=O)o2)cc1	-1.2	2	0.1	-34
CCOC(=O)CNS(=O)(=O)c1cc(-c2nnc(Nc3cccc(C(F)(F)F)c3)c3ccccc23)ccc1C	-2.0	18	-0.3	5
Cc1ccc(NC(=O)Cn2c(Br)nc3c2c(=O)n(C)c(=O)n3C)cc1	0.7	-12	-0.2	10
CCCCn1c(=N)c(S(=O)(=O)c2ccccc2)cc2c(=O)n3cc(C)ccc3nc21	0.8	12	0.1	-1
CC(C)(C)S(=O)(=O)c1nc2ccccc2s1	0.2	-1	0.0	2
CCSc1nnc2c(n1)OC(c1ccc(O)c(OC)c1)Nc1ccccc1-2 (centres undefined)	0.4	9	0.0	5
O=C1CC(C(=O)Nc2ccc3c(c2)OCCO3)n2ncnc2N1 (centres undefined)	-0.6	-14	-0.2	8
CCOC(=O)c1cnc2cc(C(F)(F)F)ccc2c1N1CCN(C)CC1	-0.8	4	0.0	-1
Cc1cccc(OCC(=O)NNC(=O)c2cc(S(=O)(=O)N3CCOCC3)ccc2C)c1	-0.1	9	0.1	1
COc1ccc(CNC(=O)C(=O)NCc2ccco2)cc1	-1.7	-8	-0.1	-4
CNC(=O)/C(=C\c1ccc(OC)cc1)NC(=O)c1ccccc1	0.7	0	-0.1	16
COc1ccccc1CCC(=O)N1CCOc2ccc(C(O)C(C)C)cc2C1 (centres undefined)	0.8	-1	-0.1	-4
CC(C)Cc1nc(SCC(=O)NC2CCCCC2)c2c(=O)n(C)c(=O)n(C)c2n1	-1.4	8	0.1	6
CC(C)Oc1ccc(/C=C(/NC(=O)c2ccccc2)C(=O)NCCC(=O)O)cc1	-0.4	7	0.2	2
CCN1CCN(C(=O)Cn2ncc3c(C)n(Cc4ccccc4)c(C)c3c2=O)CC1	-1.1	-5	-0.1	0
COC(=O)c1ccc(NC(=O)C(C)Sc2ccccn2)cc1 (centres undefined)	-0.1	1	0.2	-8
O=c1[nH]cc(COCc2ccccc2)c(=O)[nH]1	-2.1	18	0.1	1
O=C(CN1Cc2ccccc2OC(c2ccsc2)C1)NCCc1cn2ccccc2n1 (centres undefined)	0.8	4	-0.1	8
CN1CCN(CC(=O)N2CCC(c3ncncc3-c3ccncc3)CC2)CC1	1.2	-5	0.1	-3
CCC(C(=O)NCc1cccc(OC)c1OC)n1ncn2c(cc3occc32)c1=O (centres undefined)	-0.1	8	0.2	1
Nc1cc(=O)nc(SCC(=O)Nc2cccc(Cl)c2)n1CCc1ccccc1	-0.1	4	-0.2	9
O=C(O)c1cc(-c2ccncc2)nc2n[nH]c(-c3ccc([N+](=O)[O-])cc3)c12	-0.3	5	0.0	0
Cc1ccccc1CN1C(=O)C(=O)c2ccccc21	2.7	2	-0.5	-7
CCOC(=O)C1=C(C)N=c2s/c(=C/c3cc(Cl)cc(Br)c3O)c(=O)n2C1c1ccccc1 (centres undefined)	-0.7	11	0.0	-3
CCOC(=O)c1ccccc1N1C(=O)CC(Sc2ccccc2C(=O)O)C1=O (centres undefined)	0.0	20	-0.2	2
(listing goes on)
SMILES	GPR151 ag	MITF inh	FBW7 act	TEAD-YAP block
CCCCSCCCNC(=O)CCN1N=C(c2ccccc2)CCC1=O	0.1	-2	-0.1	2
COc1ccc(/C=N/NS(=O)(=O)c2ccc(Cl)cc2)cc1O	2.6	-1	1.5	3
CCOC(=O)Cn1c(=O)c2c(nc3n(-c4cccc(C)c4)c(C)c(C)n23)n(C)c1=O	-0.6	9	0.0	5
COc1ccc2oc(=O)c(C(=O)Nc3nc(-c4ccccc4)cs3)cc2c1	1.0	2	0.0	4
COC(=O)Nc1sc(C)c(C)c1C(=O)Nc1ccccc1OC	1.5	-4	0.3	14
CCOC(=O)c1ccc(CN(Cc2ccc(Br)cc2)S(=O)(=O)c2ccc(Br)cc2)cc1	-0.9	2	-0.1	13
CCN(CC)C(=O)C1CN(CCS(=O)(=O)c2ccccc2)CCN1C(=O)c1ccco1 (centres undefined)	-1.6	3	-0.2	-9
O=C(NC1CC1)C(Sc1ccccc1)c1ccccc1 (centres undefined)	-2.4	6	0.4	0
O=C(Nc1nccs1)c1c(O)c2c([nH]c1=O)CCCC2	-0.3	2	-0.1	-28
